High-throughput results as filed in PubChem.
RXFP1 antag – qHTS Assay for Antagonists of the Relaxin Receptor RXFP1. Relaxin receptor 1 (Homo sapiens), Q9HBX9. HEK293-RXFP1, relaxin-stimulated cAMP HTRF, 30 min; hits give low values. activity change, negative = inhibition, % at 57.5 µM. 0.59% of 350,000 active;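 active = activity change of -60% or lower, but not beyond a set lower limit; inconclusive = change between -60% and -40%, or beyond the set limit; inactive = change above -40%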; also: % is scaled to controls: 0 for no effect and ±100 for the full control effect
D1 agonist – Allosteric Agonists of the Human D1 Dopamine Receptor: qHTS | 1% of 360,000 active | AID 504660, 2011 | HEK293 T-REx D1 cells, calcium flux, agonist mode | activation, % at 2 µM; in the data active = activation above about 30%; also: 0% is about no effect
Target sequence (P21728 whole entry, looked up): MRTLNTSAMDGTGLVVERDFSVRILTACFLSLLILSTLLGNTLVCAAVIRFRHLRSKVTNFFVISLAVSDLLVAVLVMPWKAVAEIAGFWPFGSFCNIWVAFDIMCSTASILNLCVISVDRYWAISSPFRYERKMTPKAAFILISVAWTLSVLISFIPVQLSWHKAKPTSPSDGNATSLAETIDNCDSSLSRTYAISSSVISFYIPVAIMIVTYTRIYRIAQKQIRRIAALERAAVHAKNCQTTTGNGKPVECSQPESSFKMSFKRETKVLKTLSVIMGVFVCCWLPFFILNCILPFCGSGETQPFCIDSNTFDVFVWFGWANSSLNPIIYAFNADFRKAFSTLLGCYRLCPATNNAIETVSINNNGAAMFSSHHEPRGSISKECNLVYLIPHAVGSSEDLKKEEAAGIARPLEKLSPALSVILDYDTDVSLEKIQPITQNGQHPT
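Inducible HEK293 T-REx D1 cells, force-coupled to calcium signalling, were plated at 4000 cells/well with tetracycline and held overnight at 30 C. After no-wash calcium dye loading, compound-evoked calcium rise over 180 s flagged agonists.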
TRHR PAM – qHTS for Small Molecule Agonists and Allosteric Enhancers of Human TRH Receptor: Primary Screen for Enhancers; Thyrotropin-releasing hormone receptor (Homo sapiens), P34981; TRHR cells, fluo-8 calcium fluorescence, EC20 TRH enhancement; enhancement, % at 2 µM; 0.66% of 360,000 active; AID 493056, 2011; in the data active = enhancement above about 30%; also: 0% is about no effect
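TRHR-expressing cells loaded with fluo-8 calcium dye were read kinetically (ex 480/em 530) during compound addition, then stimulated with an EC20 of TRH (10 nM final). Enhancement of the Gq-mediated intracellular calcium response was scored.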
D1 potentiator – Potentiators of Human D1 Dopamine Receptor: qHTS. D(1A) dopamine receptor (Homo sapiens), P21728. HEK293 TREx D1 cells, calcium flux, dopamine EC20 potentiation. potentiation, % at 10 µM. 0.036% of 360,000 active. AID 504651, 2011; in the data active = potentiation above about 30%; also: 0% is about no effect
D1 antag – Antagonist of Human D 1 Dopamine Receptor: qHTS | D(1A) dopamine receptor (Homo sapiens), P21728 | 3.2% of 360,000 active | HEK293 TREx D1 cells, calcium flux, dopamine EC80; hits give low values | activity change, negative = inhibition, % at 10 µM; in the data active = activity change below about -30%; also: % is scaled to controls: 0 for no effect and ±100 for the full control effect
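Tetracycline-induced HEK293 Trex D1 cells, force-coupled to calcium, dye-loaded; compounds added and read 180 s, then EC80 dopamine added and calcium flux tracked kinetically another 180 s.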
Apoferritin bind – qHTS Assay for Identification of Novel General Anesthetics. Ferritin light chain (Equus caballus), P02791. apoferritin/1-aminoanthracene competitive binding, fluorescence. Potency, µM (series often up to 77.5 µM), inactives show at the highest dose activity change, negative = displacement, hits mostly inhibitors. 0.074% of 350,000 active. AID 485281, 2010; also: potency is read from the fitted curve at half-maximal effect; % is scaled to controls: 0 for no effect and ±100 for the full control effect; nearly all actives have a fitted effect of over 20% in size
Target sequence (P02791 2-175 limits assumed): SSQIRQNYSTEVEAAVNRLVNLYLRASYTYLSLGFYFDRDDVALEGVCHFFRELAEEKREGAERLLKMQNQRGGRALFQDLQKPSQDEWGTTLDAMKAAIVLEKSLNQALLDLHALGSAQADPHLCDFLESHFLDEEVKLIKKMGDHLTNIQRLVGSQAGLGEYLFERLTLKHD
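Apoferritin-based anesthetic binding model; compound displacement of fluorescent 1-AMA measured as endpoint fluorescence after 10 minutes at room temperature, scaled to free-ligand and complex controls.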
D2 PAM – HTS Assay for Positive Allosteric Modulators of the Human D2 Dopamine Receptor: Primary Screen for Potentiators; HEK293 T-REx D2, calcium flux, EC20 dopamine potentiation; potentiation, % at 10 µM; AID 485347, 2010; 0.34% of 340,000 active;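 active = potentiation over 3 SD above the plate norm, cut at about 30% in these data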; also: 0% is about no effect
Target sequence (P14416 whole entry, looked up): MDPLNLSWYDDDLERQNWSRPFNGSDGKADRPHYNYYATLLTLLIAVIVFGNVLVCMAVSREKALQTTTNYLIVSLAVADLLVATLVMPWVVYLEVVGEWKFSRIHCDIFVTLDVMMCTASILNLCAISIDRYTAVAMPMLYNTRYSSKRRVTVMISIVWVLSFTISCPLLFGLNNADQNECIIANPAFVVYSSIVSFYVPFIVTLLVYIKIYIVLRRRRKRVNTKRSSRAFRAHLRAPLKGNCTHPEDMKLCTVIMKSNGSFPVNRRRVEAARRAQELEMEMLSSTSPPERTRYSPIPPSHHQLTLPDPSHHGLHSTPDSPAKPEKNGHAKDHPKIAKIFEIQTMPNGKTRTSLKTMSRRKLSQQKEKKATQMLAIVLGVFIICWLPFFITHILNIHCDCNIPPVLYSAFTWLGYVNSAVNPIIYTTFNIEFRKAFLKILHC
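Tetracycline-induced Hek293 Trex D2 cells, force-coupled to calcium, loaded with no-wash calcium dye. Compound added with 180 s kinetic read for agonism, then EC20 dopamine and a further 180 s read for potentiation.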
RXFP1 ag – qHTS Assay for Agonists of the Relaxin Receptor RXFP1. Relaxin receptor 1 (Homo sapiens), Q9HBX9. HEK293T-RXFP1 cAMP TR-FRET, 30 min; response scale: percent of porcine relaxin response, buffer zero. Potency, µM (highest dose often 57.5 µM), inactives show at the top dose activation, usual class: activators. 0.3% of 370,000 active. AID 2676, 2010; also: potency is read from the fitted curve at half-maximal effect; % is scaled to controls: 0 for no effect and ±100 for the full control effect; nearly all actives have a fitted effect of over 60% in size; many of its hits are not listed in these tables
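HEK293T cells stably expressing RXFP1 were pretreated with the PDE4 inhibitor Ro 20174, exposed to compounds for 30 min at 37C, lysed, and cAMP was read by TR-FRET. Data normalized to buffer (basal) and 29 nM porcine relaxin (100%).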
TRHR agonist – qHTS for Small Molecule Agonists and Allosteric Enhancers of Human TRH Receptor: Primary Screen for Agonists; 0.18% of 360,000 active; Thyrotropin-releasing hormone receptor (Homo sapiens), P34981; AID 493084, 2011; activation, % at 2 µM; TRHR cells, calcium flux fluo-8, FDSS agonist mode; in the data active = activation above about 30%; also: 0% is about no effect
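Steps: seed TRHR cells overnight; add fluo-8 no-wash Ca dye, RT 30 min–1.5 h; record 10 s baseline; pin-transfer compounds; monitor fluorescence 1 cycle/s for the agonist window. Calcium increases flag candidate agonists.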
* hit, by the source's call; ? = inconclusive; · = no result given; & = joins results of further samples; [ ] = remark or other dose. Unless noted, calls follow the shape of the dose curve; as a rule, active = well fitted curve in the direction sought with a large enough effect; inconclusive = small, poorly fitted or top-dose-only effect, or another doubt; inactive = no such curve, though single readings can be large; an effect the other way counts as inactive or inconclusive. These rows are one share of the data; count on the stated rates, not on these rows.

The opening six entries, ahead of the listing:
SMILES	RXFP1 antag	D1 agonist	TRHR PAM	D1 potentiator	D1 antag	Apoferritin bind	D2 PAM	RXFP1 ag	TRHR agonist
CSc1nc(C)cc(-n2cc(F)c(=O)[nH]c2=O)n1	2	1	8	4	-1	-9%	-6	-0.1%	0.2
CCN1C(=O)C(=O)N(CC(=O)NC(C)CCc2ccccc2)C1=O (stereo not given)	5	0	3	2	2	·	-9	-1.7%	0.5
CC(C)n1c(SCC(=O)N2CCN(C(=O)c3ccco3)CC2)nc2c1c(=O)n(C)c(=O)n2C	17	1	-9	0	6	1%	-3	14µM*	-0.6
Cc1cc2oc3c(c(=O)c2cc1C)C(c1ccc(F)cc1)N(CCCN1CCOCC1)C3=O (stereo not given)	·	0	37*	4	-20	-9%	9	0.5%	-0.8
Cn1cc(S(=O)(=O)N2CCc3ccccc32)cc1C(=O)Nc1ccc(C(F)(F)F)cc1	-1	1	6	-1	-6	0%	5	5.4%	0.2
Cc1ccc2oc(=O)cc(CN3CCC(C)CC3)c2c1	8	1	-6	1	0	-17%	-1	2.2%	-0.2

The listing, previewed entries included:
SMILES	RXFP1 antag	D1 agonist	TRHR PAM	D1 potentiator	D1 antag	Apoferritin bind	D2 PAM	RXFP1 ag	TRHR agonist
CSc1nc(C)cc(-n2cc(F)c(=O)[nH]c2=O)n1	2	1	8	4	-1	-9%	-6	-0.1%	0.2
CCN1C(=O)C(=O)N(CC(=O)NC(C)CCc2ccccc2)C1=O (stereo not given)	5	0	3	2	2	·	-9	-1.7%	0.5
CC(C)n1c(SCC(=O)N2CCN(C(=O)c3ccco3)CC2)nc2c1c(=O)n(C)c(=O)n2C	17	1	-9	0	6	1%	-3	14µM*	-0.6
Cc1cc2oc3c(c(=O)c2cc1C)C(c1ccc(F)cc1)N(CCCN1CCOCC1)C3=O (stereo not given)	·	0	37*	4	-20	-9%	9	0.5%	-0.8
Cn1cc(S(=O)(=O)N2CCc3ccccc32)cc1C(=O)Nc1ccc(C(F)(F)F)cc1	-1	1	6	-1	-6	0%	5	5.4%	0.2
Cc1ccc2oc(=O)cc(CN3CCC(C)CC3)c2c1	8	1	-6	1	0	-17%	-1	2.2%	-0.2
Cc1c(C(=O)O)sc2nc(/C=C/c3cccc(F)c3)[nH]c(=O)c12	-1	4	13	9	-6	153%[activator]	5	0.5%	0.5
C=CCn1c(SCc2ccc(F)cc2)nnc1-c1sc2nc(C)cc(C)c2c1N	2	0	18	-2	-38*	-2%	2	10%	-1.4
COc1ccc(CCN2CC(C(=O)N3CCC(O)(c4ccccc4)CC3)CCC2=O)cc1 (stereo not given)	1	2	-4	-3	2	-4%	-12	0.0%	0.0
CC(=O)Nc1ccc(Nc2nnc(-c3ccc(O)cc3)c3ccccc23)cc1	-10	2	-5	-6	4	-5%	-3	3.4%	-0.1
O=C(CN1CCOCC1)n1c2ccccc2c2ccccc21	-6	1	17	4	-1	-24%	-4	1.7%	0.7
COc1ccc(C(=O)COC(=O)c2ccccn2)cc1OC	0	1	2	1	-4	·	0	3.0%	1.2
COc1ccc(COC(=O)c2ccc(S(=O)(=O)N3CCCCC3)cc2)cc1OC	-5	6	-8	-6	0	·	-2	0.0%	0.5
CN(C)c1ccc(C(=O)Nc2ccc(CN3CCS(=O)(=O)CC3)cc2)cc1	1	1	-4	1	4	-5%	-2	10%	0.4
COC(=O)c1cc(=O)nc2sc(-c3cccs3)nn12	10	0	-4	-4	-12	3%	-4	3.0%	-0.2
CCN(CC)CCOC(=O)C(Cc1cccc2ccccc12)CC1CCCO1 (stereo not given)	5&11	4	-10	6	1	-10%&-5%	3	4.4%	0.1
COc1ccc(CNC(=O)[C@H](C)NC(=O)N2CCn3c2nc2ccccc23)cc1	7	2	-5	-5	-5	6%	-2	0.8%	-1.0
COc1ccc(NC(=O)NCCCCc2ccccc2)c(OC)c1	-1	0	-4	-4	-17	-1%	-12	4.5%	-0.7
CC(C)CCn1c(=O)c2cccnc2n(CC(=O)Nc2ccccc2F)c1=O	·	1	2	-2	9	-9%	0	-0.3%	0.2
CC1(C)CC(=O)C(N=Nc2ccc(S(=O)(=O)N3CCOCC3)cc2)=C(O)C1	-11	1	4	8	6	7%	2	-5.7%	-0.1
CN1CCC(N(C)C(=O)c2ccc(Cl)c(S(=O)(=O)N3CCCCC3)c2)CC1	-8	2	0	-4	-10	·	-3	1.4%	0.8
O=C(NCc1cccnc1)c1ccc2c(c1)OCO2	-7	3	-2	-3	-29	-8%	1	0.8%	0.7
COc1ccc(/C=C(\NC(=O)c2ccc(OC)cc2)C(=O)NC(CCSC)C(=O)O)cc1 (stereo not given)	-4	1	-2	-10	-3	-1%	-7	0.2%	-0.1
Cc1cccc(C(=O)OCC(=O)NC(=O)Cc2ccccc2)c1O	-1	9	9	-7	-11	?	8	0.0%	2.8
CC1=C(C(=O)O)N2C(=O)C(NC(=O)c3ccccc3Cl)C2SC1 (stereo not given)	12	2	-1	2	-12	2%	-2	3.4%	0.7
COc1ccc(NC(=S)N2CCCC2)cc1	-8	5	-4	-3	4	-7%	-6	4.7%	-0.2
Cc1ccccc1NC(=O)Cc1nc(COC(=O)CCOc2ccccc2)cs1	-1	5	0	-1	-3	-12%	17	1.5%	0.3
CC(=O)Nc1ccc(/C=N/NC(=O)c2cccs2)cc1	0	2	17	-4	17	-1%	-27	-0.2%	0.1
CN(C(=O)COc1ncnc2c1cnn2-c1ccccc1)C1CCCCC1	-16	1	12	-3	3	-11%	9	-0.3%	-0.4
CC/C(=N\NC(=O)CCC(=O)NCc1ccccc1)c1ccc(O)cc1	19	1	8	-8	-3	?	12	1.3%	0.7
N=c1ccn(Cc2cccc(Cl)c2)cc1	-2	1	-9	-6	-19	-11%	-1	1.4%	0.0
CCC1CCC(C(=O)NC(C(=O)NCCN2CCOCC2)C(C)C)CC1 (stereo not given)	-15	2	0	12	8	-2%	24	-1.6%	-0.4
CCOc1ccc(NC(=O)CSc2nc3c(c(=O)[nH]2)CCCC3)cc1	-9	5	12	1	15	-14%	2	3.5%	-0.3
Cc1cc(C)n(CC(O)COc2c(C)cccc2C)n1 (stereo not given)	1	1	-4	-7	-2	-18%	-5	-0.2%	0.0
O=C(CSc1nc(NS(=O)(=O)c2ccccc2)cc(=O)[nH]1)Nc1ccccc1Cl	1	-1	0	-1	-6	-11%	2	-0.6%	0.4
O=C(CSc1ncc(-c2ccccc2)[nH]1)Nc1ccccc1	-13&-3	4&0	0&1	3&6	-11&-16	?	2	3.0%&0.3%	-1.0&-0.4
COCCCNc1ncnc2c1sc1nc(-c3ccco3)c3c(c12)CC(C)(C)OC3	-6	0	4	-5	11	1%	5	-2.1%	0.0
O=C(Cc1ccc(S(=O)(=O)N2CCOCC2)s1)Oc1ccc(F)cc1	-9	7	17	2	-6	·	9	-0.6%	-1.0
COC(=O)c1ccc(NC(=O)C(C)N2C(=O)c3ccccc3C2=O)cc1 (stereo not given)	-8	1	-1	7	-2	-6%	-6	0.6%	0.1
O=C1CCC(C(=O)N2CCCCO2)CN1CCc1ccc(Cl)cc1 (stereo not given)	-6	5	2	-6	-7	-2%	6	4.7%	0.0
CC(C)(C)c1ccc(S(=O)(=O)NCc2ccc(C(=O)N3CCOCC3)cc2)cc1	-5	5	1	2	-10	-13%	4	0.0%	0.2
COc1ccc(CNC(=O)c2csc(Cc3ccccc3)n2)cc1	-1	3	3	1	-8	-18%	-1	1.3%	-0.1
CCOc1ccc(C(=O)NCC(=O)NNC(=O)C2COc3ccccc3O2)cc1OCC (stereo not given)	-26	-1	2	-1	-12	·	-11	-0.2%	1.3
Cn1cc(CCC(=O)NCc2cccc(Cl)c2)c2ccccc21	8	-1	3	0	3	-14%	-3	0.3%	-0.5
O=C(O)CCCCc1nc2ccccc2s1	22	1	5	-7	17	-8%	1	0.7%	-1.0
Cc1ccc(S(=O)(=O)Nc2cc(C(=O)NCCN(C)C)ccc2N2CCCC2)cc1	9	0	1	-2	21	2%	-4	-3.3%	0.3
CCCCOc1ccc(C(=O)N(Cc2ccccc2)C2CCS(=O)(=O)C2)cc1 (stereo not given)	-18&-9	5&1	-3&0	2&-2	5&5	?	3&11	1.9%&1.0%	0.1&-0.2
O=C1COc2ccc(C(=O)COC(=O)Cn3cnc4ccccc43)cc2N1	14	5	8	0	1	?	4	-0.6%	-0.5
O=C(COC(=O)CCc1nc2ccccc2c(=O)[nH]1)NCc1ccc(F)cc1	-23	0	-1	-9	10	1%	10	0.0%	0.6
CCOC(=O)c1cc(-c2ccccc2)n(CC(=O)NC(C)c2ccccc2)c1C (stereo not given)	-1	1	8	-1	-19	-16%	15	0.3%	0.3
COC(=O)c1ccccc1NC(=O)c1cc2c(-c3ccc(OC)c(OC)c3)nn(C)c2s1	3	-2	1	1	4	4%	·	?	0.1
O=C(COc1ccc(-c2nnco2)cc1)NC1CCCc2ccccc21 (stereo not given)	-8	2	-8	15	7	-13%	24	1.9%	-0.2
CC(=O)c1ccc(S(=O)(=O)N(C)CCCC(=O)N2CCN(c3ncccn3)CC2)cc1	8	1	1	-2	-11	·	10	2.0%	0.4
Cc1ccc(S(=O)(=O)N/N=c2\oc3ccccc3cc2C(=O)Nc2cccc(C)c2)cc1	·	0	4	6	0	-17%	-7	0.0%	0.3
O=C(CCN1C(=O)C2C3C=CC(C3)C2C1=O)Nc1c(F)cccc1F (stereo not given)	5	3	-1	-7	-3	-5%	5	-1.5%	1.6
S=c1[nH]nc(C2CCCCC2)n1/N=C/c1c(Cl)cccc1Cl	-14	3	3	2	18	9%	6	2.0%	3.2
NNC(=O)COc1ccc2oc3c(c2c1)CCCC3	-5	2	1	1	-2	-17%	-1	-0.7%	0.9
Cc1ccc(CN(C)C(=O)c2c(C)nn(-c3ccccc3)c2C)cc1	-3	3	1	-1	2	-8%	3	2.2%	0.5
